High-throughput results: PubChem BioAssay, several laboratories
procasp7 counter: activates human procaspase-7, counter-screen for procaspase-3 activators; AID 463210; P55210; activation, % at 8.5 µM; 330,000 compounds, 0.093% hits; recombinant procaspase-7, Ac-DEVD-pNA absorbance 405 nm; D23A/D198A/D206A triple mutant, cannot self-cleave; scale: DMSO 0, 5 µM enzyme 100;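 active = percent activation above the screen-wide mean plus 3 SD, cut at about 25% in these data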
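Test system: Procaspase-7 triple mutant (PC-7 D3A). Also added: Ac-DEVD-pNA substrate, 400 µM as added. Schedule: 1 h enzyme–compound preincubation and 2 h substrate reaction, both 25 °C. Signal: p-Nitroaniline absorbance at 405 nm, read at 0 and 120 min. Control set: low DMSO alone, high DMSO plus 5 µM PC-7.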
ZTA counter: ZTA (EBV) inhibition in EBNA-1 counter-screen; ZTA-DNA binding, fluorescence polarization; inhibition, % at 11 µM; 320,000 compounds, 0.15% hits; in the data active = inhibition above about 33%
MEP2-GFP yeast: alters MEP2-GFP fluorescence in TOR pathway yeast screen; S. cerevisiae MEP2-GFP strain, flow cytometry GFP, 3 h; 100% = DMSO control level; GFP response vs DMSO, % at 10 µM; 330,000 compounds, 0.51% hits; AID 2016;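 active = GFP response versus DMSO above a set limit, roughly screen mean plus 3 SD, cut at about 180% in these data; inconclusive = fewer than 70 cells counted for a yeast strain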;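 also: median GFP fluorescence of the barcode-gated MEP2-GFP cells per well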
procasp3 activ: activates human procaspase-3 | recombinant procaspase-3 D3A, Ac-DEVD-pNA absorbance 405 nm | activation, % at 8.5 µM | 330,000 compounds, 0.11% hits | AID 463141;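 active = activation above the mean of all tested compounds plus 3 SD, cut at about 21% in these data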;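 also: 0% = DMSO alone and 100% = DMSO wells spiked with extra 5 µM PC-3 D3A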
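Test system: Procaspase-3 D3A mutant; medium: Zinc-free HEPES/NaCl buffer with 0.01% Triton X-100 at pH 7.4; reagent: DEVD-pNA substrate; doses: one concentration, 8.5 µM nominal, 0.8% DMSO; times: 1 h preincubation plus 2 h reaction at 25 °C; signal: Epi-absorbance at 405 nm of released p-nitroaniline, 0 and 120 min; replicates: singlicate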
AHR activator: human AHR activation; P35869; AHR-responsive luciferase reporter cells, luminescence; activation, % at 5 µM; 320,000 compounds, 2.5% hits; AID 2796; in the data active = activation above about 47%;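 also: 0% = vehicle wells and 100% = reference agonist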
EBNA-1 inh: blocks EBNA-1 binding to DNA | AID 1950 | EBNA-1 DNA binding, fluorescence polarization | 300,000 compounds, 0.34% hits | inhibition, % at 14.8 µM; in the data active = inhibition above about 28%
RPL19A-GFP yeast: alters RPL19A-GFP fluorescence in TOR pathway yeast screen | 330,000 compounds, 0.3% hits | percent response vs DMSO, % at 10 µM | S. cerevisiae RPL19A-GFP strain, flow cytometry, 3 h; stronger effect = lower value;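 active = percent response vs DMSO below 50%; inconclusive = fewer than 70 events counted for the yeast strain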;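 also: median channel GFP fluorescence of the barcoded RPL19A-GFP strain; ratio of sample median GFP to plate DMSO average so 100% = DMSO; lower means less RPL19A-GFP as with rapamycin TOR inhibition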
LAP4-GFP MLPCN: modulators of TOR pathway LAP4-GFP in S. cerevisiae. S. cerevisiae LAP4-GFP multiplex, flow cytometry GFP, 3 h; median GFP as percent of DMSO wells. GFP response vs DMSO, % at 10 µM. 320,000 compounds, 0.34% hits. AID 2023;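 active = GFP response vs DMSO above a set limit, about the screen mean plus 3 SD, cut at about 150% in these data; inconclusive = under 70 cell events counted for the yeast strain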
Active calls of the source: *; ? = inconclusive; . = not tested or not shown; [ ] = another dose, or the depositor's remark.

mol	EBNA-1 inh	procasp3 activ	RPL19A-GFP yeast	LAP4-GFP MLPCN	ZTA counter	MEP2-GFP yeast	procasp7 counter	AHR activator
O=c1cc(C(F)(F)F)c2sc(N3CCCCC3)nc2[nH]1	-7	-10	101	103	9	108	-5	15
Cc1ccc(O)c(NC(=O)CSc2ccc(Cl)cc2)c1	-4	-5	92	122	13	98	3	-1
COc1ccc(Cn2c(=O)oc3ccccc32)cc1F	7	12	104	107	-2	117	1	3
COC(CNC(=O)C1CCC(CNS(=O)(=O)c2c(C)cc(C)cc2C)CC1)OC (stereo not given)	9	13	101	90	-7	102	-3	1
O=C(Nc1nc(-c2ccccc2)cs1)c1ccc2c(c1)S(=O)(=O)c1ccccc1C2=O	-10	5	109	112	-5	111	2	2
COc1ccc2c(c1)C(c1ccc(C)o1)=NNC(c1ccccc1)=N2	6	2	102	93	3	103	0	15
COc1cc(/C=N/NC(=O)c2ccncc2)ccc1OCC(=O)Nc1cccc([N+](=O)[O-])c1	1	2	100	100	15	104	-3	4
COc1cc2nc(CN(CCC(C)C)Cc3nc4cc(OC)c(OC)cc4c(=O)[nH]3)[nH]c(=O)c2cc1OC	-17	-1	101	98	-1	110	3	3
Cc1cc(NC(=O)c2ccccc2)ccc1NC(=O)c1ccccc1Cl	13	6	104	85	5	104	-5	22
COc1ccccc1C(=O)N=C1SC2CS(=O)(=O)CC2N1c1ccccc1 (stereo not given)	-8	-7	102	92	-1	100	-13	9
C=CCSc1nc2ccccc2n1Cc1nnc(-c2cccs2)o1	9	-6	98	101	8	102	0	4
COc1ccc(S(=O)(=O)N[C@H](C(=O)N2CC[C@@]3(O)CCCC[C@H]3C2)c2ccccc2)cc1	12	-2	101	99	17	101	-2	3
O=C(CNC(=O)c1cccs1)Nc1ccc(N2CCOCC2)cc1	.	6	111	116	16	114	1	2
O=C(NC1CCCC1)C(c1ccco1)N(Cc1ccccc1)C(=O)c1csnn1 (stereo not given)	6	-3	116	104	6	109	-8	2
CCn1c(Cc2c(C)[nH]c3ccccc23)nnc1SCC(N)=O	-13	-7	105	103	-4	103	5	-3
CCc1ccc(OCC(=O)N/N=C(\C)c2ccccc2OC(F)F)cc1	2	1	101	89	14	93	6	5
COc1ccc(-c2c(-c3ccc(OCC(=O)NN)cc3O)n[nH]c2C)cc1OC	-3	0	102	90	5	104	3	13
C=CCS(=O)(=O)N1CCCC(C(=O)c2cccc(Cl)c2)C1 (stereo not given)	-1	8	95	100	-9	92	9	16
Cc1ccnc2nc(C(=O)OCC(=O)NC(=O)NCc3ccco3)nn12	-1	3	98	102	-17	92	7	0
COc1ccc(C(=O)COC(=O)/C=C/c2ccco2)cc1F	.	13	97	105	15	92	0	0
Cc1ccsc1/C=N/NC(=O)C(=O)NCC(C)C	0	6	99	89	9	95	0	14
Cc1nc(S/C(=C/c2ccc(-c3cccc(Cl)c3)o2)C(=O)O)n[nH]1	-1	-12	89	95	5	100	-1	46
Cc1ccc(NC(=O)COc2ccc(C3SCCS3)cc2)cc1	-7	1	105	94	-10	107	-3	2
CCOC(=O)N1CCN(C(=O)COc2ccc(Cl)cc2)CC1	2	-7	92	93	-12	93	5	1
O=S(=O)(Nc1cccc(S(=O)(=O)N2CCCC2)c1)c1cccs1	.	4	110	123	.	116	14	1
COc1ccc(Nc2cc(C)c3c(O)cccc3n2)cc1	-2	1	95	101	1	93	-1	1
Cc1ccc(NC(=O)C2CC(=O)N/C(=N/NC(=O)c3ccc(C)cc3)S2)cc1 (stereo not given)	7	-6	94	101	11	90	6	0
Cc1cccc(NS(=O)(=O)c2ccc(C(=O)N3CCC3)cc2)c1C	2	14	92	100	-11	100	10	0
CCOc1ccccc1NC(=O)C1C2C=CC(O2)C1C(=O)O (stereo not given)	1	-2	85	123	1	121	-2	4
CN1CCN(CC(=O)Nc2ccccc2Sc2ccccc2)CC1	1	1	96	117	-10	102	-5	-1
CCOC(=O)/C(C)=N/Nc1nc(-c2ccc(NC(C)=O)cc2)cs1	6	-14	93	117	12	96	-27	10
COC(=O)c1c(NC(=O)Cn2cc([N+](=O)[O-])cn2)sc2c1CCC2	2	-5	105	114	-17	114	-14	35
CCOCCCNC(=O)c1ccc(N2CCOCC2)c(NS(=O)(=O)c2ccc(OC)cc2)c1	3	11	101	97	-2	107	-2	3
COC(=O)CCN1CCN(S(=O)(=O)c2cccc(Br)c2)CC1	-9	5	97	97	-3	99	1	0
O=C(C[n+]1cc2ccccc2c2ccccc21)c1ccccc1	1	-9	97	93	-10	99	-9	87*
Cc1ccc2[nH]c(CSc3ccccc3)cc(=O)c2c1	17	-4	101	95	18	89	5	16
O=C(CSc1nc2ccccc2s1)Nc1ccc2c(c1)OCO2	-1	7	100	102	2	99	-2	33
Cc1ccc2nc(C)cc(N3CCOCC3)c2c1	-10	-4	96	98	-12	108	3	2
COc1ccc(-c2csc(N(CC3CCCO3)C(=O)c3ccc(C)cc3)n2)cc1 (stereo not given)	5	1	94	92	-3	93	14	6
CC1C(C#N)=C(SCC(N)=O)NC2=C1C(=O)CC(C)(C)C2 (stereo not given)	2	-5	99	99	17	96	2	0
CC1CCN(S(=O)(=O)c2cccc(C(=O)O)c2)CC1	3	2	103	103	1	109	-2	1
COC(=O)CC1NCCNC1=O (stereo not given)	12	7	100	98	-11	107	0	2
C=C(C)C(=O)Nc1cccnc1Oc1ccc(F)cc1	5	2	102	121	5	111	1	-3
Cc1cc(C)cc(N(CC(=O)NCc2ccccc2Cl)S(=O)(=O)c2c(C)[nH]c(=O)[nH]c2=O)c1	-8	-4	102	93	-15	103	-4	3
O=C(Cc1ccc(F)cc1)N/N=C/c1ccncc1	-7	1	94	100	2	143	-4	13
CCCCN1C(=S)NC[C@@H]1C(C)CC (stereo not given in full)	-7	-2	.	.	13	.	-4	0
CCOC(=O)C(C)n1cnc2c(nnn2-c2cccc(OC)c2)c1=O (stereo not given)	10	6	96	94	2	91	11	9
CC(=O)Nc1ccc(Nc2nc3ccccc3n3cnnc23)cc1	2	10	98	104	1	106	1	2
O=C(CN(Cc1ccc(F)cc1)C(=O)c1csnn1)NCc1ccccc1	-3	1	105	106	3	107	-4	0
CCc1cc2c(COC(=O)c3c(C)noc3C)cc(=O)oc2cc1O	-1	11	103	105	12	107	13	1

Random excerpt: 2 compounds from above
mol	EBNA-1 inh	procasp3 activ	RPL19A-GFP yeast	LAP4-GFP MLPCN	ZTA counter	MEP2-GFP yeast	procasp7 counter	AHR activator
CCc1cc2c(COC(=O)c3c(C)noc3C)cc(=O)oc2cc1O	-1	11	103	105	12	107	13	1
CN1CCN(CC(=O)Nc2ccccc2Sc2ccccc2)CC1	1	1	96	117	-10	102	-5	-1

Following part.
mol	EBNA-1 inh	procasp3 activ	RPL19A-GFP yeast	LAP4-GFP MLPCN	ZTA counter	MEP2-GFP yeast	procasp7 counter	AHR activator
COC(=O)[C@@H](N)CS	4	-16	88	92	7	79	-28	-2
FC(F)Oc1cccc2cccnc12	-15	-9	105	102	1	107	-8	3
CCc1nc(CNC(=O)C2CCC(=O)N(CCc3ccc(OC)cc3)C2)cs1 (stereo not given)	17	3	102	111	10	100	14	2
CN(Cc1ccc(F)cc1)C(=O)c1ccc(NS(=O)(=O)c2ccc3[nH]c(=O)[nH]c3c2)cc1	7	4	97	96	-15	97	-5	0
Cc1ccc(Nc2nc(N)nc(CN3CCCCCC3)n2)cc1	0	2	100	107	2	103	-5	7
Cc1cccc(C)c1OC(=O)CN1C(=O)c2ccccc2C1=O	-3	-4	102	85	-11	95	-5	2
C=CCOC(=O)CCC(=O)Nc1cccc2ccccc12	0	-5	97	99	-6	101	4	14
Clc1ccccc1-c1ncc2ccccn12	15	2	103	113	5	105	6	6
Cn1cc([N+](=O)[O-])c(C(=O)Nc2cc(Oc3cccnc3)cc([N+](=O)[O-])c2)n1	13	-2	108	99	-3	105	7	1
O=C(COc1ccccc1)NCC(=O)N/N=C/c1ccc(Cl)cc1	1	14	103	135	-19	107	7	-1
C=CCn1c(SCC(=O)Nc2ccc(C)cc2C)nnc1-c1cccnc1	0	-11	99	104	7	107	6	12
CCc1ccccc1NC(=O)C1CCCN(c2nccc(C)n2)C1 (stereo not given)	-7	0	25*[may fluoresce violet]	62[may fluoresce violet]	8	?	6	0
COCCCn1c(SCC(N)=O)nnc1-c1ccccc1	-5	-8	95	105	4	103	2	-2
COc1ccccc1OCc1ccc(C(=O)n2nc(C)c(Cl)c2C)o1	-14	5	99	102	3	105	-2	-1
CN(Cc1nc(-c2cnccn2)no1)Cc1cccc2ccccc12	9	-1	99	113	-1	94	-1	3
CNC(=O)COC(=O)c1cc(SC)ccc1Cl	-6	-9	99	92	-9	98	3	1
Cc1ccc(S(=O)(=O)C2(C(=O)Nc3nccs3)CC2)cc1	8	7	99	126	8	96	3	3
Cc1ccc(NC(=O)NC2CCCc3ccccc32)cc1 (stereo not given)	8	2	104	100	3	101	-2	2
Cc1ccc(/C=N/NC(=S)Nc2cccc(S(=O)(=O)N(C)C)c2)o1	10	7	102	114	19	104	-1	23
C=CCN1c2ccccc2[C@]23C[C@@H](C(=O)OC)N(C(=O)CC(C)C)C2=NC(C(=O)OC)=C(C(=O)OC)[C@H]13	2	3	96	107	4	96	-1	2
COc1ccc(NC(=O)c2cc(S(=O)(=O)N3CCCC3)cn2C)cc1Cl	26	-4	101	98	9	91	-2	9
O=C(CNC(=O)c1cccs1)Nc1ccncc1	9	-8	98	102	-3	99	4	-1
COc1cc(/C=C/C(=O)O)ccc1OS(=O)(=O)c1ccc(C)cc1	0	3	92	99	1	95	7	0
COc1cc(/C=C2\SC(N)=NC2=O)cc(Br)c1O	-3	-13	105	90	-10	105	-12	4
O=S(=O)(Nc1ccc(S(=O)(=O)N2CCCC2)cc1)c1ccc(F)cc1F	.	3	97	90	.	94	4	0

AHR activator: hit marks shown above
| SMILES | EBNA-1 inh | procasp3 activ | RPL19A-GFP yeast | LAP4-GFP MLPCN | MEP2-GFP yeast | AHR activator |
| --- | --- | --- | --- | --- | --- | --- |
| O=C(C[n+]1cc2ccccc2c2ccccc21)c1ccccc1 | 1 | -9 | 97 | 93 | 99 | 87* |

Continued:
mol	EBNA-1 inh	procasp3 activ	RPL19A-GFP yeast	LAP4-GFP MLPCN	ZTA counter	MEP2-GFP yeast	procasp7 counter	AHR activator
COc1cccc2cc(-c3nnc(SCC(=O)Nc4cc(C(F)(F)F)ccc4Cl)n3N)oc12	-6	-5	91	89	1	88	0	3
CC(C)(C)NC(=O)/C=C/c1cccc(C(F)(F)F)c1	-2	2	96	86	-15	98	9	4
CCOC(=O)c1ccc2[nH]c(C)c(C)c2c1	2	-1	93	90	4	97	3	-1
COC(=O)c1nnn(-c2nc(N(C)C)nc(N(C)C)n2)c1C	-4	9	98	102	-23	101	2	-5
CCn1c2ccc(C)cc2c2nnc(SCCN3CCCCC3)nc21	4	-1	100	96	-9	106	10	9
O=C(Nc1cc(S(=O)(=O)N2CCOCC2)ccc1O)c1ccc2c(c1)S(=O)(=O)c1ccccc1C2=O	-18	-9	97	88	-13	108	-6	-2

Compounds as they come, and some 3.8% of all compounds hit somewhere here.
